GAA inh: qHTS Assay for Inhibitors of Human alpha-Glucosidase as a Potential Chaperone Treatment of Pompe Disease; Lysosomal alpha-glucosidase (Homo sapiens), P10253; purified human GAA, 4-MU-alpha-glucoside fluorescence; Potency, µM (series often up to 76.9 µM), without a hit: at the highest dose activity change, negative = inhibition, most hits filed as inhibitors; 200,000 tested, 0.005% active;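 note: potency is the fitted concentration of half-maximal effect; plate controls were uninhibited enzyme wells for no effect and no-enzyme background for full effect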
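Activity normalized between no-enzyme (basal) and enzyme-only wells. Conditions: 4 nM human enzyme, 400 uM fluorogenic substrate, citrate/phosphate pH 5.0 with Tween-20, 20 min room temperature, compounds up to 77 uM.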
Lamin A splicing: qHTS Assay for Modulators of Lamin A Splicing. AID 1487, 2009. 200,000 tested, 0.01% active. Potency, µM (series often up to 46.1 µM), for the others: at the top dose ratio change, negative = inhibition, most hits filed as inhibitors. HeLa LMNA splicing GFP/RFP minigene ratio, 48 h; active = well fitted inhibition curve with a large enough effect in the signal ratio, with a control signal flat, not every such curve was filed as active; inconclusive = small, poorly fitted or top-dose-only effect, or effect the other way, or a change in a side signal; the % refers to the signal ratio; note: potency is the fitted concentration of half-maximal effect; % is set by controls: 0 for no effect and ±100 for the full control effect
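S3 HeLa stable clones carrying a lamin A-EGFP splicing minigene plus DsRed2 were seeded at 600 cells/well in Opti-MEM with 2% FBS, pin-dosed and incubated 48 h at 37°C. Acumen cytometry (488 nm) gave the GFP/RFP total-intensity ratio.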
aGlu spleen mod: qHTS Assay for Inhibitors and Activators of Human alpha-Glucosidase From Spleen Homogenate; AID 2112, 2009; human spleen homogenate, 4-MU-alpha-glucoside fluorescence; Lysosomal alpha-glucosidase (Homo sapiens), P10253; Potency, µM (titrated, usually from 79.9 µM), for inactives: at the highest dose activity change, negative = inhibition, actives largely listed as inhibitors; 240,000 tested, 0.006% active;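 note: potency is the fitted concentration of half-maximal effect; 0% = enzyme with vehicle and -100% = no enzyme basal signal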
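Compounds were titrated against alpha-glucosidase in spleen homogenate at pH 5.0, with 1 mM 4-methylumbelliferyl substrate for 40 min at 37 C. Reactions were quenched with pH 10 NaOH/glycine and fluorescence measured.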
HTT cytoprotect: qHTS Multiplex Assay to Identify Dual Action Probes in a Cell Model of Huntington: Cytoprotection (ATP); PC12 HTT-Q103 induced, cytoprotection, ATP luminescence, 40 h; Potency, µM (highest dose often 56.4 µM), without a hit: cytoprotection (ATP increase), usual class: activators; 230,000 tested, 0.14% active;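 note: potency is the fitted concentration of half-maximal effect; % of control where 0% means no effect; nearly all actives have a fitted effect of over 45% in size; toxic huntingtin expression switched on by the ecdysone agonist tebufenozide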
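ATP quantification (ATPlite) reports survival of PC12 cells in which tebufenozide, 100 nM final, switches on Htt exon 1 with 103 glutamines linked to GFP; compounds are titrated.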
GAA glycogen: qHTS Assay for Inhibitors and Activators of Human alpha-Glucosidase Cleavage of Glycogen. recombinant GAA, glycogen substrate, Amplex Red glucose oxidase fluorescence. Potency, µM (titrated, usually from 76.4 µM), for inactives: at the highest dose activity change, negative = inhibition, most hits filed as inhibitors. 300,000 tested, 0.38% active. AID 2100, 2009;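 note: potency is the fitted concentration of half-maximal effect; 0% = full enzyme reaction and -100% = no-enzyme basal signal; the screen sought inhibitors and activators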
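qHTS, 1536-well; enzyme 4 nM final; cpd up to 77 uM; substrate bovine liver glycogen 30 ug; 50 mM citrate/phosphate pH 5.0, 0.01% Tween-20; 37 C, 40 min; Amplex Red detection 45 min RT; Hill fit → AC50.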
CBFb-RUNX1 inh: qHTS Assay for Compounds Blocking the Interaction Between CBF-beta and RUNX1 for the Treatment of Acute Myeloid Leukemia; Runt-related transcription factor 1 (Homo sapiens) + Core-binding factor subunit beta …; AlphaScreen CBFb-His/RUNX1-biotin binding, biochemical; Potency, µM (series often up to 59.8 µM), without a hit: at the highest dose activity, negative = inhibition, actives largely listed as inhibitors; 230,000 tested, under 10 active; AID 1477, 2009; note: % of control where 0% means no effect
Target sequence (Q01196 whole entry, looked up): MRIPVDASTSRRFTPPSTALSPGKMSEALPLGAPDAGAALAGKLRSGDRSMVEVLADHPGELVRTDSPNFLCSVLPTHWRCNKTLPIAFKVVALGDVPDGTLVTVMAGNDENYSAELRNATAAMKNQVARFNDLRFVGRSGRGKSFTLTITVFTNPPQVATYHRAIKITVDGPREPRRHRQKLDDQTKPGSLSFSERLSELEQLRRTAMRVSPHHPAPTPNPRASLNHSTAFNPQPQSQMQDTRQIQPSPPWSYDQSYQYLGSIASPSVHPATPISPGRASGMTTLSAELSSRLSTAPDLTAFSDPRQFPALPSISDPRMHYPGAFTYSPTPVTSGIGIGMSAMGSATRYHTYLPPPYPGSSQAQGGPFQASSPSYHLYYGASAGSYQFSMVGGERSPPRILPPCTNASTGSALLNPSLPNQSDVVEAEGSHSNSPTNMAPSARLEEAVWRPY
Target sequence (Q13951 whole entry, looked up): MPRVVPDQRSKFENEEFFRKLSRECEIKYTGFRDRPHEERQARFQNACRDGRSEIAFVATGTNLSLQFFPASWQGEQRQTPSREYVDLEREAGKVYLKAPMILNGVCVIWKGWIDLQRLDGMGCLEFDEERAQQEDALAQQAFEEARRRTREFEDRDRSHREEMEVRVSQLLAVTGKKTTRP
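His-tagged CBF-beta and biotinylated RUNX1 (30 nM each) were premixed 20 min at room temperature, exposed to compound for 15 min, then given nickel-chelate and streptavidin AlphaScreen beads (50 ng each). After 90 min, AlphaScreen signal was read.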
HttQ103 aggreg: qHTS Multiplex Assay to Identify Dual Action Probes in a Cell Model of Huntington: Aggregate Formation (GFP); Potency, µM (doses to about 46.1 µM), inactives show at the top dose activity change, negative = inhibition, hits mostly inhibitors; AID 1688, 2009; 220,000 tested, 1.1% active; PC12 HttQ103-GFP aggregates, Acumen cytometry, 40 h; note: potency is the fitted concentration of half-maximal effect; % is set by controls: 0 for no effect and ±100 for the full control effect; nearly all actives have a fitted effect of over 60% in size
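Aggregate formation scored by laser-scanning cytometer (488 excitation, 500–530 emission) in lysed PC12 cells expressing Q103-GFP after 100 nM tebufenozide induction; library tested in dose series, with ATPLite reagent added in the multiplex.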
* marks the source's active call; other numbers are inactive results; ? = inconclusive; · = no result given; & = joins results of further samples; [ ] = another dose, or the depositor's remark. Unless noted, calls come from the whole dose curve; as a rule, active = well fitted curve in the direction sought with a large enough effect; inconclusive = small, poorly fitted or top-dose-only effect, or another doubt; inactive = no such curve, though single readings can be large; an effect the other way counts as inactive or inconclusive. No enrichment for hits (roughly 1.5% active in at least one column).

SMILES	GAA inh	Lamin A splicing	aGlu spleen mod	HTT cytoprotect	GAA glycogen	CBFb-RUNX1 inh	HttQ103 aggreg
COc1ccc(C(=O)c2ccc(N3CCN(C(=O)c4ccc(F)cc4)CC3)c(F)c2)cc1Br	-14%	?	2%	-49%[inhibitor]	-18%	1%	13µM*
O=C(O)CCc1ccc(-c2ccc(F)cc2)n1CC(=O)O	-5%	-2%	3%	-5%[10 µM]	-4%	0%	-4%
CC(/C=C/c1ccco1)=N/NC(=O)Cc1cccs1	-1%	1%	-17%	-28%	9%	-20%	?
O=C(Nc1nc(N2C(=O)c3ccccc3C2=O)n(-c2ccccc2)n1)c1ccc(F)cc1	-5%	?	3%	-1%	7%	-2%	1%
Cn1c(SCc2ccccn2)nnc1-c1ccccc1	5%	4%[46 µM]	-4%	9%[10 µM]	7%	13%	7%[9.22 µM]
Cc1ccc(CNC(=O)CSc2ccc(-c3cccs3)nn2)cc1	0%	-10%	-3%	-6%[10 µM]	16%	-4%	4%
O=C(c1ccccc1)N1CCN(CC#CC2(O)CCCCC2)CC1	1%	4%	-6%	-15%[10 µM]	9%	1%	-3%
Cc1cccc(C(=O)NNC(=O)c2cc3cc4ccccc4nc3s2)c1	14%	?	-11%	-25%	5%	-1%	25%
CCOC(=O)Cn1cc(/C=C(\C#N)C(=O)N2CCOCC2)c2ccccc21	·	·	-6%	4%[10 µM]	-15%	5%	10%[9.22 µM]
CCOC(=O)c1sc(=NC(=O)c2ccco2)n(C)c1C	-2%	·	5%	-87%[inhibitor]	-10%	-1%	-9%
COC(=O)NC(Nc1sc2c(c1C(N)=O)CCCC2)(C(=O)OC)C(F)(F)F (stereo not drawn)	6%	-9%	0%	-13%	?	6%	15%
Cc1cc(C(=O)Nc2ccc(OCc3ccccc3)cc2)c(C)o1	12%	·	1%	-1%	2%	-14%	18%
Cc1nc(-c2ccc(C(=O)N3CCOCC3)cc2)cs1	5%	5%	-3%	-5%	2%	5%	-5%
COC(CN(C(=O)CCl)C(C(=O)NC1CCCC(C)C1C)c1ccc(C)cc1)OC (stereo not drawn)	-4%	-15%	-5%	4%[10 µM]	6%	-4%	-13%
CC1CCCCN1C(=O)C1CC(c2ccc(F)cc2)=NO1 (stereo not drawn)	0%	1%	-1%	-11%	7%	-5%	17%
Cc1ccc(NS(=O)(=O)c2cccc(C(=O)NNC(=O)NC3CCCCC3)c2)c(C)c1	-2%	?	-5%	-2%[10 µM]	-9%	4%	0%
OCC1OC(n2nc3ccccc3n2)C(O)C(O)C1O (stereo not drawn)	2%	-3%	9%	-11%[10 µM]	6%	-14%	17%
Cc1ccc(S(=O)(=O)ON2C(=O)c3cccc4cccc(c34)C2=O)cc1	0%	-11%	6%	2%[10 µM]	0%	4%	-5%
C=CCOC(=O)C(C(C)=O)C(NC(=O)OC)c1ccco1 (stereo not drawn)	·	·	3%[17.4 µM]	-2%[10 µM]	·	8%[13.1 µM]	·
COc1ccc(N2CN=C3SCC(=O)N3C2)cc1	1%	1%	-5%	4%[1.9 µM]	?	10%	9%
O=C(O)Cn1cc2c(n1)CCCCC2	?	8%	-3%	11%	5%	3%	?
Cc1ccc(-c2nn(-c3ccccc3)c3[nH]c(=O)c(CNCc4ccccc4)cc23)cc1	-9%	?	-11%	14%[10 µM]	-15%	1%	?
Cc1c(Cl)cccc1NC(=O)c1cc(-c2ccccc2O)n[nH]1	-8%	?	0%	-31%	-2%	0%	18%[9.22 µM]
Cc1cc(C)n2nc(SCc3cc(=O)oc4ccc5ccccc5c34)nc2n1	10%	8%	4%	-25%	-2%	0%	4%
Cc1ccc(NC(=S)N(CCN(C)C)C(C)c2ccco2)c(C)c1 (stereo not drawn)	·	·	4%	-9%[10 µM]	-7%	14%	-12%[9.22 µM]
CN1CCN(c2ncnc3ccc(-c4ccc5c(c4)OCO5)cc23)CC1	·	?	9%	-58%[inhibitor]	·	·	·
COc1cccc(-c2nn(-c3ccccc3)cc2C(=O)NCC(=O)O)c1	-1%	-10%	-7%	9%[10 µM]	0%	21%	-3%
COc1ccc(C(C(=O)NC2CCCC2)N(C(=O)c2ccco2)c2ccc3c(c2)OCO3)cc1OC (stereo not drawn)	1%	6%	0%	-8%	-6%	-2%	23%
CC1Cc2ccccc2N1C(=O)CN1CCC(C(N)=O)CC1 (stereo not drawn)	2%	·	·	-24%	3%	?	11%
COc1ccc(-c2[nH]ncc2N=Nc2ccccc2)cc1	-5%	?	-2%	-15%[10 µM]	2%	-17%	14%
Nc1nc2nc(-c3ccccc3)cc(=O)n2[nH]1	-1%	8%	-4%	-26%[10 µM]	-10%[76.3 µM]	-6%	20%
CCN(CC)C(=O)CSc1nnc(-c2ccccc2)n1-c1ccccc1	-2%	7%	-12%	-8%	9%	0%	7%
CCc1ccc(S(=O)(=O)NCc2cn3cccc(C)c3n2)s1	0%	10%	4%	-22%	3%	-7%	?
CCc1ccc(Nc2nnc(SCn3nnc4ccccc4c3=O)s2)cc1	1%	6%	-2%	-11%	2%	-14%	5%[9.22 µM]
CCN(CC)c1ccc(C(=O)N/N=C(\C)c2cccc(OC)c2)cc1	4%	-11%	-5%	-2%[10 µM]	1%	-7%	-18%
CCOC(=O)c1cn(Cc2ccccc2)c2cc(C)nn2c1=O	-6%	2%[46 µM]	6%	2%[10 µM]	3%	15%	4%[9.22 µM]
Oc1c(I)cc(Cl)c2cccnc12	-2%[15.4 µM]	?	2%	-235%[inhibitor]	3%	-10%	10µM*
CC(C)(C)c1ccc(-n2nc(C(N)=O)c(O)cc2=O)cc1	-6%	·	-16%	-33%[inhibitor]	2%	0%	10%
Cc1c(NS(=O)(=O)c2ccc(Cl)c(C(=O)OCC(=O)NCc3ccco3)c2)c(=O)n(-c2ccccc2)n1C	-2%	·	-5%	·	-18%	4%	?
O=C(Nc1ccc(-n2nncc2-c2ccco2)cc1)c1ccc(F)cc1	5%	14%	-3%	6%	-4%	-7%	-8%
COC(=O)[C@@]1(Cc2ccc(OC)cc2)[C@H]2c3cc(C(=O)N(C)C)n(Cc4ccsc4Br)c3C[C@H]2CN1C(=O)c1ccccc1	·	·	2%	-48%[inhibitor]	·	-26%	·
CCCCCC(=O)N1CCCC(c2nc(-c3ccc(OC)cc3)no2)C1 (stereo not drawn)	0%	6%	-5%	-85%[inhibitor][10 µM]	0%	7%	?
Cc1ccc(NC(=S)N(CCN(C)C)Cc2cc3cccc(C)c3[nH]c2=O)cc1	2%	3%	12%	-6%[10 µM]	4%	-7%	4%
O=C1OC(Nc2ccc3c(c2)OCO3)c2ccccc21 (stereo not drawn)	4%	?	-1%	36%	-3%	-8%	?
CCCCCCOC(=O)CCn1[nH]c(=O)c2ccccc2c1=O	3%	?	-8%	-2%	-2%	7%	-7%
COc1ccc2[nH]c(=O)c(CN(C(=O)c3cccnc3)c3ccc(C)cc3)cc2c1	2%	9%	0%	-14%	-6%	5%	-14%
Cc1ccc(NC(=O)CCC(=O)c2ccc(F)cc2)cc1Cl	-9%	-2%	-7%	-19%	-4%	3%	7%
CCNC(=O)C1CCCc2c1[nH]c1ccc(Cl)cc21 (stereo not drawn)	1%	·	1%	-44%	-7%	1%	-3%
COc1ccccc1N1CCN(C(=O)COc2ccc(S(=O)(=O)NC(C)C)cc2)CC1	?	·	0%	2%[10 µM]	-1%	-2%	3%[9.22 µM]
COc1cccc(C(=O)Nc2c(F)c(F)c(F)c(F)c2F)c1	0%	-6%	0%	8%[10 µM]	2%	7%	-9%
C[C@@H]1CC[C@H](O)/C=C/C(=O)O[C@H](C)CC[C@H](O)/C=C/C(=O)O1	·	·	4%	6%[10 µM]	-3%	1%	-20%[9.22 µM]
CCOC(=O)c1c(NC(=O)CN2CCCCC2)sc(C)c1C	8%	?	5%	·	-9%	2%	·
COc1ccc(/C(O)=C2\C(=O)C(=O)N(c3cc(C)on3)C2c2cccc(OC)c2OC)cc1C (stereo not drawn)	-4%	17%	-2%	-35%	12%	3%	18%
O=C(/C=C/c1ccc(Br)cc1)NC(=S)NNC(=O)c1ccco1	-10%	?	-18%	15%[10 µM]	-3%	-20%	-27%
CC(C)Sc1nnc([C@@H]2CCCN2C(=O)OC(C)(C)C)o1	12%	-6%	1%	30%	0%	4%	-6%
CNc1ccc(Br)cc(C(=O)/C=C/c2ccc3c(c2)OCO3)c1=O	-1%	?	-2%	-37%	?	?	2%
COc1ccc(OC)c(NC(=O)COC(=O)c2nc(Cl)ccc2Cl)c1	1%	-2%[46 µM]	-5%	-32%[inhibitor]	9%	-5%	-8%
CC(=N)C1=C(O)CC(C)(C)CC1=O	-3%	5%	-3%	-16%	3%	3%	1%
Cc1ccc(Cl)cc1NC(=O)COC(=O)C12CC3CC(CC(C3)C1)C2	-10%&-5%	14%&-8%	-20%&1%	-14%	3%&-15%	17%&25%	2%&-4%

Sorted by the number under HttQ103 aggreg (descending): 3 from the list above.
SMILES	HttQ103 aggreg
Nc1nc2nc(-c3ccccc3)cc(=O)n2[nH]1	20%
O=C(Nc1nc(N2C(=O)c3ccccc3C2=O)n(-c2ccccc2)n1)c1ccc(F)cc1	1%
CCN(CC)c1ccc(C(=O)N/N=C(\C)c2cccc(OC)c2)cc1	-18%

Part of the list above with just GAA glycogen:
structure | GAA glycogen
CCNC(=O)C1CCCc2c1[nH]c1ccc(Cl)cc21 (stereo not drawn) | -7%
COc1ccccc1N1CCN(C(=O)COc2ccc(S(=O)(=O)NC(C)C)cc2)CC1 | -1%

Screening data (PubChem)
